# HT1080NT lethal – qHTS for induction of synthetic lethality in tumor cells producing 2HG: qHTS for the HT-1080-NT fibrosarcoma cell line. HT-1080-NT fibrosarcoma viability, CellTiter-Glo ATP luminescence, 48 h. Potency, µM (series often up to 46.1 µM), inactives show at the highest dose activity, negative = less viability, most hits filed as cytotoxic. hit rate 1.6% among 360,000. AID 686970, 2013;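 also: NT is the 2HG producing partner of a matched IDH1 knockdown line; potency is read from the fitted curve at half-maximal effect; 0% = DMSO-treated cells and -100% = media-only wells without cells; nearly all actives have a fitted effect of over 55% in size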
#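 Viability by CellTiter-Glo luminescence after 48 h compound exposure at 37C of HT-1080-NT cells (750/well, RPMI, 5% FBS). % activity scaled between DMSO wells and medium-only wells, then curve-fitted and categorized by curve class.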
# KB-3-1 tox – qHTS assay for MDR1-selective chemotherapeutics: Primary screen using the parental adenocarcinoma cell KB-3-1. hit rate 1.4% among 400,000. Potency, µM (series often up to 46.1 µM), inactives show top-dose activity change, negative = cytotoxic, usual class: cytotoxic. KB-3-1 viability, CellTiter-Glo ATP luminescence, 72 h; also: potency is read from the fitted curve at half-maximal effect; % is scaled to controls: 0 for no effect and ±100 for the full control effect; nearly all actives have a fitted effect of over 60% in size
#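 KB-3-1 cells, DMEM (no phenol red) + 10% FBS; compound by pin transfer, 72 h, 37 °C. Readout: CellTiter-Glo luminescence after 10 min. Data normalized, curve-fitted.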
# MCF10A rereplic – A quantitative high throughput screen for small molecules that induce DNA re-replication in MCF 10a normal breast cells. MCF 10A DNA re-replication, Hoechst nuclear intensity, 48 h. Potency, µM (doses to about 46.1 µM), inactives show at the highest dose activity, positive = re-replication, actives largely listed as activators. hit rate 2.9% among 350,000; also: potency is read from the fitted curve at half-maximal effect; % of control where 0% means no effect; nearly all actives have a fitted effect of over 50% in size
# SW480 rereplic – A quantitative high throughput screen for small molecules that induce DNA re-replication in SW480 colon adenocarcinoma cells. SW480 DNA re-replication, Hoechst DNA content imaging, 48 h. Potency, µM (doses to about 46.1 µM), inactives show at the highest dose re-replication activation, actives largely listed as activators. hit rate 1.8% among 340,000. AID 624297, 2012; also: potency is read from the fitted curve at half-maximal effect; % of control where 0% means no effect; nearly all actives have a fitted effect of over 55% in size
#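 Cells (250 per well) received 23 nL compound or DMSO by pin tool and were kept 48 hr at 37 C, 5% CO2. Nuclei were then stained with Hoechst for 40 min and scanned for DNA content.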
# KB-V1 cytotox – qHTS assay for MDR1-selective chemotherapeutics: Primary screen using the drug-selected MDR subline cells KB-V1 | KB-V1 MDR cells viability, CellTiter-Glo, 72 h | Potency, µM (titrated, usually from 46.1 µM), for inactives: at the top dose activity change, negative = cytotoxicity, actives largely listed as cytotoxic | hit rate 3.4% among 400,000; also: potency is read from the fitted curve at half-maximal effect; % is scaled to controls: 0 for no effect and ±100 for the full control effect; nearly all actives have a fitted effect of over 60% in size
#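 qHTS viability screen in drug-selected KB-V1 MDR cells: 72 h compound treatment at 37 degrees C, ATP luminescence end point.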
# HT1080 IDH1KD tx – qHTS for induction of synthetic lethality in tumor cells producing 2HG: qHTS for the HT-1080-IDH1KD cell line | hit rate 2% among 360,000 | Potency, µM (highest dose often 46.1 µM), for inactives: at the top dose activity, negative = toxicity, hits mostly cytotoxic | AID 686971, 2013 | HT-1080 IDH1 knockdown viability, ATP luminescence, 48 h;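 also: potency is read from the fitted curve at half-maximal effect; 0% = DMSO wells and -100% = cell-free medium wells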
#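 Knockdown cells (IDH1KD HT-1080) received compounds 2 h after plating at 750 cells/well and were kept 48 h at 37 °C in 5% FBS RPMI. A CellTiter-Glo luminescence read gave % activity for curve fitting.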
# WRN inhibitor – qHTS for Inhibitors of WRN Helicase; Bifunctional 3'-5' exonuclease/ATP-dependent helicase WRN (Homo sapiens), Q14191; WRN helicase unwinding, fluorescent forked duplex, kinetic; Potency, µM (highest dose often 114 µM), for inactives: at the top dose activity change, negative = inhibition, hits mostly inhibitors; hit rate 0.46% among 360,000; AID 651768, 2012; also: potency is read from the fitted curve at half-maximal effect; % is scaled to controls: 0 for no effect and ±100 for the full control effect; nearly all actives have a fitted effect of over 55% in size
# Target sequence (Q14191 whole entry, looked up): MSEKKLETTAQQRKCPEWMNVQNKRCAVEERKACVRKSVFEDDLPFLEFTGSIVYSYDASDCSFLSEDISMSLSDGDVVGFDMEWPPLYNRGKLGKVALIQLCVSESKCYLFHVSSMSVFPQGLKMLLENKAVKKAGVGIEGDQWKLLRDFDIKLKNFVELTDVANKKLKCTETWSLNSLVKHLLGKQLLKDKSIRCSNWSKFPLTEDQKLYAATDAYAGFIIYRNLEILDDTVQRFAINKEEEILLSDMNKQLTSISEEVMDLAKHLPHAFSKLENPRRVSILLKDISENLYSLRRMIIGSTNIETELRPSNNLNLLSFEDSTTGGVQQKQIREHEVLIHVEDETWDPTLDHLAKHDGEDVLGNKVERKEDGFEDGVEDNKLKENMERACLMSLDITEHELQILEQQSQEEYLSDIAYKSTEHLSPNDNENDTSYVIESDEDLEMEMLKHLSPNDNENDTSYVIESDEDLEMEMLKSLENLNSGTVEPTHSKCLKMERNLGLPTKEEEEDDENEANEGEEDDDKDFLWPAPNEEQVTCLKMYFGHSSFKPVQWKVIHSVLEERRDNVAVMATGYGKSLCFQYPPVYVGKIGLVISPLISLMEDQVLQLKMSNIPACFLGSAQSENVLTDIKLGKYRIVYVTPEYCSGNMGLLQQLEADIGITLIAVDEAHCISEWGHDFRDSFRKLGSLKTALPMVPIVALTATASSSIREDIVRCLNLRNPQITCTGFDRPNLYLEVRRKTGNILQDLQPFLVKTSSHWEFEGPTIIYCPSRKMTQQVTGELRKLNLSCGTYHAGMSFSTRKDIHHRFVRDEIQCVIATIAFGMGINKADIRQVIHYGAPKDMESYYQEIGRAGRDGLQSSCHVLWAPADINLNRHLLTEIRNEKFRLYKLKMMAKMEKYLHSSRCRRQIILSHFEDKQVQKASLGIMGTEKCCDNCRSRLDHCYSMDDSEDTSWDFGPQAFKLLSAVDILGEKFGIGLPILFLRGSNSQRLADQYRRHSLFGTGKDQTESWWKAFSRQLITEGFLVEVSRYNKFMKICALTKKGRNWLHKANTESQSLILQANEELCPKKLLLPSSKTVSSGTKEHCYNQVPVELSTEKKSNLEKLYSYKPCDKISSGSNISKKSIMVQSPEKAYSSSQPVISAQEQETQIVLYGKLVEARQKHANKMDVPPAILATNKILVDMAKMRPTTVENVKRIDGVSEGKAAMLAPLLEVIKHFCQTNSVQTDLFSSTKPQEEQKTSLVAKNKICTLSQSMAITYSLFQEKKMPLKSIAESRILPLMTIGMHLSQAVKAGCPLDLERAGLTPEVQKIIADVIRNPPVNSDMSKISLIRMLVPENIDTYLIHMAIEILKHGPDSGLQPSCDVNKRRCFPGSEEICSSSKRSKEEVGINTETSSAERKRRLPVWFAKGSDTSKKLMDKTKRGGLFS
#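 Kinetic fluorescence helicase assay: unwinding of a quenched forked DNA duplex (100 nM final) with 2 mM ATP final raises red fluorescence (525/598 nm). Compounds sat 15 min at room temperature with 20 nM WRN beforehand.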
# ATXN2 expr inh – Primary qHTS for Inhibitors of ATXN expression; HEK-293 ATXN2-luciferase reporter, luminescence, 24 h; Potency, µM (top dose mostly 57 µM), inactives show at the top dose activity change, negative = inhibition, most hits filed as inhibitors; hit rate 0.72% among 360,000; AID 1745845, 2022; also: potency is read from the fitted curve at half-maximal effect; % is scaled to controls: 0 for no effect and ±100 for the full control effect; nearly all actives have a fitted effect of over 55% in size
#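 ATXN2-luciferase reporter cells (luciferase flanked by upstream and downstream ATXN2 gene portions) were treated 24 h at 37 °C with compounds at up to 57 uM. SteadyGlo luminescence gave expression; GF-AFC fluorescence gave viability.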
# IL1B secr inh – qHTS for Inhibitors of Inflammasome Signaling: IL-1-beta AlphaLISA Primary Screen | THP-1 LPS/ATP IL-1B secretion, AlphaLISA, 16 h; stronger effect = lower value | activity change, % at 57.5 µM | hit rate 4.7% among 360,000; in the data active = activity change below about -50%; inconclusive = mostly about -30% to -49%; also: % is scaled to controls: 0 for no effect and ±100 for the full control effect
#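 THP-1 cells pretreated 1 hr with compounds (up to 57.5 uM final), then stimulated with LPS (250 ng/mL final) plus ATP (1.25 mM final); secreted IL-1B measured by AlphaLISA after 16 hr, decreased signal indicating inhibition.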
# * hit, by the source's call; ? = inconclusive; · = not tested or not shown; [ ] = remark or other dose. Unless noted, calls follow the shape of the dose curve; as a rule, active = well fitted curve in the direction sought with a large enough effect; inconclusive = small, poorly fitted or top-dose-only effect, or another doubt; inactive = no such curve, though single readings can be large; an effect the other way counts as inactive or inconclusive.
# Start of the data: the first 2 records, ahead of the listing:
SMILES,HT1080NT lethal,KB-3-1 tox,MCF10A rereplic,SW480 rereplic,KB-V1 cytotox,HT1080 IDH1KD tx,WRN inhibitor,ATXN2 expr inh,IL1B secr inh
COc1cccc2cc(C(=O)N3CCCCC3C)c(=O)oc12 (stereo unspecified),20%,1%,-10%,1%[9.22 µM],-3%,22%,-1%,-2%,-5
c1ccc2c3c(c(CN4CCCC4)cc2c1)COC3,-6%,0%,15%,-21%,?,-6%,-6%,-16%[11.3 µM],-17

# The whole of this part, repeating the preview:
SMILES,HT1080NT lethal,KB-3-1 tox,MCF10A rereplic,SW480 rereplic,KB-V1 cytotox,HT1080 IDH1KD tx,WRN inhibitor,ATXN2 expr inh,IL1B secr inh
COc1cccc2cc(C(=O)N3CCCCC3C)c(=O)oc12 (stereo unspecified),20%,1%,-10%,1%[9.22 µM],-3%,22%,-1%,-2%,-5
c1ccc2c3c(c(CN4CCCC4)cc2c1)COC3,-6%,0%,15%,-21%,?,-6%,-6%,-16%[11.3 µM],-17
COc1ccc(OC(C)C(=O)N2CCOCC2)cc1 (stereo unspecified),7%,-2%,-2%,-19%,5%,16%,-6%,11%,0
CCN(CC)CCNC(=O)CCCCCn1c(=O)[nH]c2cc(C(=O)OC)ccc2c1=O,2%,18%,?,-7%,-5%,-4%,12%,-3%,4
CN(C(=O)c1ccco1)c1ccccc1C(=O)O,1%,3%,-5%,-3%,9%,0%,-6%,·,6
COC(=O)c1sc(NC(=S)NC(=O)c2ccccc2)nc1C,?,5%,2%,-9%,-5%,14%,12%,0%,17
COc1ccc(OC)c(C2CC(=O)N3CN(c4ccccc4)CSC3=C2C#N)c1 (stereo unspecified),-9%,14%,8%,-17%,-4%,4%,-3%,-15%,2
Cc1cccc([C@@H]2[C@@H]3C(=O)N(Cc4ccccc4)C(=O)[C@@H]3[C@]3(Cc4ccc(Cl)cc4)C(=O)N(c4cccc(Br)c4)C(=O)N23)c1,3%,2%,-2%,-1%,30%,-6%,10%,-4%,-2
NC(=S)n1[nH]c(-c2ccc([N+](=O)[O-])cc2)c(N=Nc2ccc(Cl)cc2)c1=O,2.6µM*,18µM*,-8%,17%,-18%,4.1µM*,?,?,-92*
OCC(O)C1OC(Oc2ccccc2)C(O)C(O)C1O (stereo unspecified),0%,19%,-33%,-1%,4%,-5%,-7%,-1%,-19
CC(=O)C(C)Oc1cc(C)cc2oc(=O)c(C)c(C)c12 (stereo unspecified),-12%,-1%,1%,0%,-25%,-15%,2%,39%,19
COc1ccccc1NC(=O)CNC(=O)c1ccccc1,4%,17%,-3%,-7%,-19%,9%,-15%[57.1 µM],4%,-4
COc1ccc(N(CC(=O)NC2CCCC2)C(=O)Cn2nnc(-c3ccc(OC)c(OC)c3)n2)cc1,0%,7%,0%,0%,-26%,5%,7%,-26%,-1
Cc1nc(NC(=O)CSc2nnc3ccccn23)c(Cl)cc1Cl,-1%,2%,2%,-1%,-1%,9%,-1%,7%,8
CN(C)CC(=O)Nc1ccc(Oc2ccc(Cl)cc2)cc1,-9%,-9%,14%,2%,-9%,?,0%,-31%,?
O=C(CCCOc1ccc(Cl)cc1)N1CCCCC1,3%,-24%,27%,0%,-28%,-4%,-3%,38%[activator],-18
O=C(Cc1ccccc1)N/N=C/c1cc(Br)cc(Br)c1O,-19%,?,7.3µM*,4.1µM*,4%,?,-6%,?,135
COc1ccc(NC(=O)CCS(=O)(=O)c2ccccc2Cl)cc1S(=O)(=O)Nc1ccc(Cl)cc1,?,0%,16µM*,?,?,?,2%,·,-14
COC(=O)C(O)(CC(=O)Nc1ccc(OC)cc1)C(F)(F)F (stereo unspecified),10%,11%,8%,-10%,26%,5%,2%,5%,41
NC(=O)C1CCC(NC(=O)OCc2ccccc2)CC1 (stereo unspecified),12%,16%,2%,-3%,0%,20%,-10%,51%[activator],4

# Ordered by the number under IL1B secr inh (smallest number first): three from the list above.
canonical_smiles	IL1B secr inh
O=C(CCCOc1ccc(Cl)cc1)N1CCCCC1	-18
COc1ccc(OC(C)C(=O)N2CCOCC2)cc1 (stereo unspecified)	0
COC(=O)c1sc(NC(=S)NC(=O)c2ccccc2)nc1C	17

# 4 structures out of the list, sorted by length of the SMILES, rising:
SMILES,HT1080NT lethal,KB-3-1 tox,MCF10A rereplic,SW480 rereplic,KB-V1 cytotox,HT1080 IDH1KD tx,WRN inhibitor,ATXN2 expr inh,IL1B secr inh
OCC(O)C1OC(Oc2ccccc2)C(O)C(O)C1O (stereo unspecified),0%,19%,-33%,-1%,4%,-5%,-7%,-1%,-19
Cc1nc(NC(=O)CSc2nnc3ccccn23)c(Cl)cc1Cl,-1%,2%,2%,-1%,-1%,9%,-1%,7%,8
CCN(CC)CCNC(=O)CCCCCn1c(=O)[nH]c2cc(C(=O)OC)ccc2c1=O,2%,18%,?,-7%,-5%,-4%,12%,-3%,4
Cc1cccc([C@@H]2[C@@H]3C(=O)N(Cc4ccccc4)C(=O)[C@@H]3[C@]3(Cc4ccc(Cl)cc4)C(=O)N(c4cccc(Br)c4)C(=O)N23)c1,3%,2%,-2%,-1%,30%,-6%,10%,-4%,-2

# Other compounds
SMILES,HT1080NT lethal,KB-3-1 tox,MCF10A rereplic,SW480 rereplic,KB-V1 cytotox,HT1080 IDH1KD tx,WRN inhibitor,ATXN2 expr inh,IL1B secr inh
CCCOc1ccc(C(=O)Nc2cccnc2)cc1,?,-2%,5%,-8%,-15%,?,11%,·,-19
Cc1cccc(Oc2cc([N+](=O)[O-])cc3c2C(=O)Nc2ccccc2O3)c1,-3%,?,?,4%,2.6µM*,-23%,16%,12%,0
N#Cc1cc([N+](=O)[O-])ccc1N1CCN(c2ccccc2O)CC1,-3%,-27%,-1%,1%,0%,-6%,-2%,3%,?
Cc1c(NC(=O)/C(=C/c2cccs2)c2cccs2)c(=O)n(-c2ccccc2)n1C,9%,5%,1%,-4%,?,13%,0%,-3%,-3
CCCn1cc(S(=O)(=O)c2ccc(C)cc2)c(=O)c2cc(OC)ccc21,0%,-1%,6%,-11%,-17%,-4%,0%,5%,-14
O=[N+]([O-])c1ccc(Cl)cc1NCc1cccnc1,-22%,?,8%,-12%,?,?,-21%,-6%,-9
O=C(CSc1nnc(-c2ccccc2F)n1C1CCCCC1)Nc1cc(C(=O)O)ccc1Cl,2%,-2%,2%,-15%,-5%,3%,7%,5%,9
CCOc1ccc(N/C=C\C(=O)c2ccc3c(c2)OCO3)cc1,0%,7%,-1%,4%,-23%,4%,7%,41%[activator],4
c1ccc(NC2=Nc3cccc4cccc2c34)cc1,-7%,4%,-39%[inhibitor],-3%,-21%,-9%,-14%,2%,?
COc1ccc(NC(=O)CCCCCN2C(=O)[C@@H]3Cc4ccccc4CN3C2=O)cc1Cl,-1%,-19%,3%,?,0%,1%,-6%,-3%,18
Cc1c(NC(=O)C(=O)/C=C(\O)c2ccc(Br)cc2)c(=O)n(-c2ccccc2)n1C,13%,19%,3%,·,-41%,15%,-23%,1%,0
c1ccc2sc(N3CCOCC3)nc2c1,-11%,0%,13%,13%,1%,-4%,2%,36%,-7
CC(=O)c1ccc(NC(=O)C(C)OC(=O)C(C)Oc2cccc(C)c2)cc1 (stereo unspecified),10%,6%,-2%,0%,26%,11%,-10%,20%,11
CCC(CC)C(=O)NCCc1ccc(OC)c(OC)c1,11%,0%,1%,-1%,15%,18%,2%,-12%,24
Cc1cc(C)c2oc(=O)cc(CN3CCN(Cc4ccccc4)CC3)c2c1,3%,-9%,10%,-22%,4%,0%,-5%,·,5
O=C(COc1ccccc1)NC1CCSC1=O (stereo unspecified),-1%,11%,3%,0%,0%,9%,-4%,8%,1
C[N+]1(C)CC2([N+](=O)[O-])CC=C(Oc3ccccc3)C([N+](=O)[O-])(C2)C1 (stereo unspecified),5%,-2%,0%,-2%,19%,11%,0%,-10%,-7
COc1cc2c(cc1OC)CN(Cc1cc(=O)n3c(-c4ccccc4)csc3n1)CC2,-18%,12%,1%,1%,-27%,-17%,-7%,-17%,32
O=C(OCCCc1cc2ccccc2c(=O)o1)c1ccco1,0%,0%,-13%,1%,8%,3%,0%,-1%,23
CC(=O)N1CCOc2ccc(S(=O)(=O)NCCc3ccc(Cl)cc3)cc21,3%,6%,20%,-7%,4%,-10%,-1%,-17%,33
O=C(O)COc1ccc(S(=O)(=O)NCCc2ccccc2)cc1,0%,22%,-5%,0%,7%,5%,-8%,7%,44
COc1ccc2c3c([nH]c2c1)C(C)N(CCC(=O)NN)CC3 (stereo unspecified),-8%,-7%,5%,1%,-1%,-5%,5%,-8%,-26
COc1ccc([N+](=O)[O-])cc1NC(=O)C(C)Sc1ccc(C)cc1 (stereo unspecified),11%,?,11%,6%,0%,8%,-8%,-4%,0
NS(=O)(=O)c1ccc(F)c(C(=O)O)c1,18%,-11%,-3%,-2%,2%,14%,-1%,5%,-8
Cc1ccc(S(=O)(=O)N2CCC(C(=O)N3CCC(C(=O)NCC4CCCO4)CC3)CC2)cc1 (stereo unspecified),3%,-12%,-8%,6%,3%,-23%,-4%,-3%,18

# Assay outcomes deposited in PubChem BioAssay by National Center for Advancing Translational Sciences (NCATS).
